Bcl-2 Bim block = human Bim-Bcl-2 interaction inhibition. Bead-based flow cytometry, Bim peptide-Bcl-2 binding. P10415. AID 950. inhibition, % at 10 µM. 0.06% of 190,000 active; in the data active = inhibition above about 40%; inconclusive = no clear call, values can overlap the other calls;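 note: 0% = no compound wells with probe peptide and 100% = reference peptide inhibitor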
Bim-Mcl-1 = inhibitors of Bim-Mcl-1 interaction, human; Q07820; Bead-based flow cytometry, Bim peptide-Mcl-1 binding; inhibition, % at 10 µM; 0.1% of 190,000 active; AID 1009;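 note: 0% = no compound tracer wells and 100% = peptide blocker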
Target sequence (Q07820 whole entry, looked up): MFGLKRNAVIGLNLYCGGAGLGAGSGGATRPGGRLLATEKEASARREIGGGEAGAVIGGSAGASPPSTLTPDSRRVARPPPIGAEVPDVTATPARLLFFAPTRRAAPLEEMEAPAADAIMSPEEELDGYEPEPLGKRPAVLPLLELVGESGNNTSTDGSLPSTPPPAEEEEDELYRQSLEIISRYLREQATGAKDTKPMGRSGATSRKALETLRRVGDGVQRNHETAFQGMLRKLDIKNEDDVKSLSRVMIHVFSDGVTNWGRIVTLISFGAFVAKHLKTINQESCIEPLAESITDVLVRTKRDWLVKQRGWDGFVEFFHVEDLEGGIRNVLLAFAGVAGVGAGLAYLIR
Bcl-B Bim block = disrupts Bim peptide binding to human Bcl-B; bead-based flow cytometry; inhibition, % at 10 µM; 0.073% of 190,000 active; AID 951;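 note: 0% = tracer peptide without compound and 100% = reference inhibitor peptide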
GSH bead fluor = compound fluoresces at 488/530 nm on GSH beads | GSH beads flow cytometry, compound fluorescence 488/530 nm; stronger effect = higher value | fluorescence (KMESF) at 10 µM | 0.25% of 190,000 active | AID 1776; in the data active = fluorescence above about 89;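 note: glutathione beads carrying GST-tagged Bcl family fusion proteins plus one bare bead set; values are compound well signal with DMSO vehicle wells as background; inactives centre near 16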
Bim-Bcl-XL = disrupts Bim peptide binding to human Bcl-XL; Q07817; bead flow cytometry, fluorescence; inhibition, % at 10 µM; 0.04% of 190,000 active
Target sequence (Q07817 whole entry, looked up): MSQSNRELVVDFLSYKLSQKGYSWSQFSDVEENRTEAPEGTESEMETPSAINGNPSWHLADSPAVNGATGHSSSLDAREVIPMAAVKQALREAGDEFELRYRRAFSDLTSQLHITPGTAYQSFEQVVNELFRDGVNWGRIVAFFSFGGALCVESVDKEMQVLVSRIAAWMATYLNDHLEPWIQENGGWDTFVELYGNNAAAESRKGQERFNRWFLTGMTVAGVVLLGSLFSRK
RGS7-Gao reg = regulators of human RGS7-Galphao interaction; P09471; Multiplexed bead flow cytometry, RGS7-Galphao binding; actives lie on both sides; binding response (% of control), % at 10 µM; 0.35% of 220,000 active; AID 1439; in the data active = binding response below about 49% or above about 150%; inconclusive = no clear call, values can overlap the other calls; inactive = in between;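 note: fluorescent Galphao held in activated GDP-AlF4 state binding bead-coupled RGS7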
Mcl1-Bid inh = disrupts binding of human Mcl-1 to Bid peptide. AID 1021. Q07820. inhibition, % at 21.7 µM. TR-FRET Mcl-1/Bid-Dy647 peptide binding, 1536-well. 0.97% of 220,000 active;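 active = compounds that cut the binding signal by more than half at the single screening dose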;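 note: His-tagged Mcl-1 with europium anti-His antibody binding Bid BH3 peptide; 0% = Mcl-1 plus peptide wells and 100% = peptide-only wells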
Bcl-W Bim block = inhibitors of Bim-Bcl-W interaction, human; Q92843; bead-based flow cytometry, Bim peptide-Bcl-W binding; inhibition, % at 10 µM; 0.02% of 190,000 active;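 note: 0% = bound tracer without compound and 100% = peptide blocker; higher means less fluorescent Bim peptide bound to Bcl-W beads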
Target sequence (Q92843 whole entry, looked up): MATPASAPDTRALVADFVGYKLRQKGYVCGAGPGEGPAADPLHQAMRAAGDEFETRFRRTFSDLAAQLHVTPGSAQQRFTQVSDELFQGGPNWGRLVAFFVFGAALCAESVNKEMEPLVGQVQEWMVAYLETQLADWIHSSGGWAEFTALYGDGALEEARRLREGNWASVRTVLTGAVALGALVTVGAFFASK
Bfl-1 Bim block = inhibitors of Bim-Bfl-1 interaction, human | Bead-based flow cytometry, Bim-Bfl-1 binding inhibition | 0.12% of 190,000 active | inhibition, % at 10 µM;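 note: 0% = wells without compound plus tracer and 100% = blocker peptide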
RGS8-Gao = modulates binding of RGS8 to human Galphao | P09471 | response (percent of control binding), % at 10 µM | multiplexed bead flow cytometry; actives lie on both sides | 0.34% of 220,000 active; in the data active = response below about 60% or above about 140%; inactive = in between;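 note: Galphao activated as the GDP aluminium fluoride complex binding bead-coupled RGS8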
RGS4-Gao reg = modulates binding of RGS4 to human Galphao. binding response (% of control), % at 10 µM. Multiplexed bead flow cytometry; actives lie on both sides. 0.33% of 220,000 active; in the data active = binding response below about 49% or above about 150%; inactive = in between;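 note: fluorescent Galphao activated with aluminum fluoride binding bead-coupled RGS4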
* marks the source's active call; other numbers are inactive results; u = inconclusive; & = joins results of further samples. Cut-off read from the data, not from the text of the source, unless noted: active = inhibition above about 40%.

Molecule	Bim-Bcl-XL	Bcl-2 Bim block	RGS7-Gao reg	RGS8-Gao	RGS4-Gao reg	Bcl-B Bim block	GSH bead fluor	Bim-Mcl-1	Mcl1-Bid inh	Bfl-1 Bim block	Bcl-W Bim block
COc1ccc(C2CC(c3ccccc3)=NN2C(=O)COC(=O)c2cccc(S(=O)(=O)N3CCOCC3)c2)cc1 (stereo not drawn)	-12	-3	102	100	105	-10	18	-2	-2	-7	-4
CCNC(=S)N1CCN(S(=O)(=O)c2cccc(C(F)(F)F)c2)CC1	-5	-7	102	99	100	-9	9	-1	-26	-20	-3
COc1cccc(C(=O)N(c2ccccc2)C2C=CS(=O)(=O)C2)c1 (stereo not drawn)	-3	0	98	102	100	-2	9	-2	-22	-5	-1
Cc1sc2nc(CN3CCOCC3)nc(Oc3ccc(NC(=O)c4ccco4)cc3)c2c1C	3&-1	-6&-2	100&94	101&102	99&99	-13&0	55&9	-1&0	-26	-12&-2	-1&0
COc1ccc(OC)c(C(=O)c2oc3ccccc3c2NC(C)=O)c1	-1	-5	100	101	100	0	12	-1	-16	-1	0
Clc1ccc(SCCn2cncn2)cc1	-8	-12	98	102	102	-11	31	-3	30	-17	-2
O=c1c(/C=C(\O)c2ccccc2)nc2ccccc2n1-c1ccccc1	17	16	92	90	95	-16	36	9	2	5	9
CC1CCN(c2ccccc2NC(=O)c2ccc(F)cc2)CC1	-2	-2	97	96	97	-1	9	-2	1	-1	-1
CC(N)C12CC3CC(CC(O)(C3)C1)C2 (stereo not drawn)	-1	-4	99	106	101	-2	25	-1	6	-3	-2
COC(=O)/C=C/c1ccc(-n2ccnc2)cc1	0	0	u	107	108	-2	14	0	-20	-5	1
O=C(CSc1nnc(-c2ccc(O)cc2)n1Cc1ccco1)c1cccs1	0	0	104	99	101	0	60	0	-32	2	2
C#CCn1c(=NC(=O)CN2C(=O)CCC2=O)sc2cccc(C)c21	0	-3	91	93	89	-1	17	1	-14	-8	1
Cc1ccc(/S(C)=N/S(=O)(=O)c2ccc(C)cc2)cc1 (stereo not drawn)	-1	-1	103	111	101	-2	7	4	-7	1	0
CC(c1ccon1)N(C)C(=O)c1ccc(OC2CCN(C(=O)C3CC3)CC2)cc1 (stereo not drawn)	-4	3	97	101	100	-1	14	1	-9	-5	-1
C#CCSc1nnc(-c2ccccc2)c(=O)[nH]1	-15	-8	17*	13*	21*	-15	13	-8	0	-5	-14
CC(=O)N1CCC2(CC1)C(C#N)=C(N)Oc1n[nH]c(CSc3ccc(C)cc3)c12	-5	-9	104	105	101	-8	24	-2	-34	-11	-3
CC1CCN(CC(=O)Nc2ccc(Cl)cc2[N+](=O)[O-])CC1	-1	-1	107	104	106	0	11	0	-2	-4	0
Cc1ccc2nc(NC(=O)COC(=O)c3ccncc3)sc2c1	-1	-2	104	104	103	-2	12	0	-6	-8	0
COC(=O)c1c(Cl)c2n3ccccc3c(C)c(-c3ccccc3)c-2c1C(=O)OC	2	5	80	73	73	-5	8	0	-47	20	7
COc1cccc(/C=C/C(=O)OCC(=O)NCCC2=CCCCC2)c1	0	1	101	101	98	-2	13	0	-32	-3	1
C=CCn1c(CSCc2ccc(C)cc2)nnc1SCC(=O)NCc1ccccc1	-8	-8	105	102	102	-11	37	-4	-8	-17	1
Cc1ccccc1N1CCN(c2ncnc3scc(-c4cccs4)c23)CC1	-4	0	99	104	106	0	13	-2	-26	-2	0
CN1CCN(/N=C/c2ccc(-c3ccc([N+](=O)[O-])cc3Cl)o2)CC1	-4	-6	113	105	99	-6	11	-2	-27	-8	-3
O=C(CN(c1cccc([N+](=O)[O-])c1)S(=O)(=O)c1ccccc1)NCc1ccccc1	-2	-9	99	101	100	-8	10	-5	-25	-5	0
CC1=Nn2c(nnc2-c2ccc(F)cc2)SC1	-5	-2	103	100	102	-3	10	-4	-18	-2	-3
O=[N+]([O-])c1ccc(N2CCNCC2)c(S(=O)(=O)N2CCOCC2)c1	-9	-2	98	96	94	-6	9	-3	-33	-3	-4
O=C(O)CCC(=O)NCCc1cccc(Cl)c1	-2	-2	100	102	102	-1	12	-1	2	-4	-4
Cc1ccc(C(=O)Oc2coc(CSc3nnc(NC(=O)c4cccs4)s3)cc2=O)cc1C	-5	-4	98	101	101	-9	5	-7	-82	-3	-6
Nc1nonc1-c1noc(-c2ccc(Br)o2)n1	-5	-5	103	102	101	-7	13	0	-6	-13	1
CC1=C(C(=O)Nc2ccc(C)cc2C)C(c2cccc(Cl)c2)n2nc(C(=O)OC(C)C)nc2N1 (stereo not drawn)	-7	-5	98	103	99	-7	12	-6	2	-2	-4
O=S(=O)(c1ccc(OCC(O)CN2CCCC2)cc1)N1CCOCC1 (stereo not drawn)	0	0	103	101	101	-7	16	2	-28	-11	0
CN(c1cccc(NC(=O)Nc2ccc(Cl)cc2)c1)S(C)(=O)=O	1	-4	100	100	105	0	17	0	-16	0	1
c1ccc(CSc2ccc3nnc(-c4cccnc4)n3n2)cc1	5	-5	105	106	106	3	5	0	3	-3	3
CCS(=O)(=O)c1ccc2oc(SCC(=O)NCCc3ccccc3)nc2c1	-8	0	103	101	100	-6	10	-1	-10	-2	-2
COc1ccc(-n2cnc3cc(C(=O)NCCN4CCOCC4)ccc32)cc1	-2	-3	100	102	103	-2	19	0	-16	-4	-4
O=C(O)CCSc1nnnn1-c1ccccc1	0	0	104	105	103	3	27	-1	-19	-1	1
O=C(Nc1ccc(C(F)(F)F)cc1)c1ccccc1Br	-1	0	113	107	104	3	19	3	-24	-3	3
CCOC(=O)c1ccc2c(c1)nc(SCC(=O)c1ccco1)n2CC	-4	-1	95	91	97	-5	255*	-4	-30	-3	-1
O=C(O)c1cccc(-n2nnnc2SCc2ccccn2)c1	-7	-10	98	100	97	-11	33	-6	9	-14	-5
Cc1cc(=O)[nH]c(SCC(=O)c2ccc(C)c(C)c2)n1	-1	-2	103	96	103	-1	11	0	-7	-2	-1
COc1ccc(OCC(=O)Nc2cccc(NC(=O)COc3ccc(OC)cc3)n2)cc1	0	0	97	101	97	-1	19	-4	3	-3	0
Cc1ccc(S(=O)(=O)N2CCC(=O)N(C(COCc3cccc(C(F)(F)F)c3)Cc3ccccc3)CC2)cc1 (stereo not drawn)	-5	-2	99	102	101	-4	17	-1	3	-3	-2
COc1ccc(OCCNS(=O)(=O)c2cccc([N+](=O)[O-])c2)cc1	-2	-4	107	103	103	-3	15	-5	-2	-3	-3
O=C1C2C(C(=O)N1c1nccs1)C1C=CC2C12CC2 (stereo not drawn)	0	3	100	102	101	0	10	-5	-13	3	-5
CC1CCCC(NCC(=O)Nc2ccc(C(N)=O)cc2)C1C (stereo not drawn)	-2	0	93	98	97	0	17	3	-18	-3	0
O=C(O)c1ccc2c3c(ncnc13)-c1ccccc1C2=O	-7	-8	96	97	98	-7	25	-4	13	-23	-3
COc1cc(CC(=O)Nc2ccccc2N2CCCCC2)cc(OC)c1OC	-4	-4	101	102	101	-4	18	0	-20	-4	-3
O=C(CSc1nc2c(sc3ccccc32)c(=O)n1CCO)NCC1CCCO1 (stereo not drawn)	-8	-5	90	96	93	-7	44	-3	4	-9	1
CCCNC(=O)NC(=O)CSc1nc2ccccc2n1CC(C)C	-3	0	101	97	98	-2	8	1	-9	-2	-3
Cn1cccc1C(=O)NC(=O)COC(=O)c1ccccc1Sc1ccccc1C#N	1	-2	107	99	105	0	14	2	-22	0	2
Cc1cccc(-n2ccnc2SCC(=O)Nc2nccs2)c1C	-4	-11	102	102	103	-11	12	-1	-20	-9	-1
COc1ccc(C(=O)CC(c2ccccc2)C2C(=O)CCCC2=O)cc1 (stereo not drawn)	2	-7	103	101	101	-6	30	-1	-12	-14	2
C=CCSc1nc2c(c(C3CC=CCC3)c1C#N)CCC2 (stereo not drawn)	0	-13	103	101	100	-2	13	-3	-11	0	-2
N#C/C(=N\Nc1ccc(S(=O)(=O)N2CCCCC2)cc1)C(N)=S	-3	2	114	93	101	-7	3	-4	-26	3	-1
Cc1cc(C(=O)Nc2c(C)nn(Cc3ccccc3)c2C)on1	-3	-7	105	105	105	-3	20	1	-6	-8	0
CCC1Oc2ccc(C)cc2N(CC(=O)NCC2COc3ccccc3O2)C1=O (stereo not drawn)	-3	-7	100	104	105	-5	19	0	-12	-10	1
Cn1c(C2CCCCC2)nc2c1c(=O)[nH]c(=O)n2Cc1ccccc1	-2	-3	102	102	102	-5	25	-2	-40	-9	-2
Cc1cc(C)c2cc(C#N)c(NCCOC(=O)c3ccccc3C)nc2c1	1	1	101	104	106	-11	9	0	-11	-3	-5

Some of the entries above, set out differently:
Every second line gives: Bim-Bcl-XL	Bcl-2 Bim block	RGS7-Gao reg	RGS8-Gao	RGS4-Gao reg	Bcl-B Bim block	GSH bead fluor	Bim-Mcl-1	Mcl1-Bid inh	Bfl-1 Bim block	Bcl-W Bim block
CC1=C(C(=O)Nc2ccc(C)cc2C)C(c2cccc(Cl)c2)n2nc(C(=O)OC(C)C)nc2N1 (stereo not drawn)
    -7	-5	98	103	99	-7	12	-6	2	-2	-4
O=S(=O)(c1ccc(OCC(O)CN2CCCC2)cc1)N1CCOCC1 (stereo not drawn)
    0	0	103	101	101	-7	16	2	-28	-11	0
